Bioassay records deposited in PubChem by National Center for Advancing Translational Sciences (NCATS).
GLP1R ag – agonists of human GLP-1 receptor. P43220. HEK293 GLP-1R CRE-luciferase, luminescence, 4-6 h; cells express a hypersensitive GLP-1R form. Potency, µM (highest dose often 45.6 µM), without a hit: at the top dose activation, usual class: activators. actives 0.007% (n = 380,000). AID 624172; also: potency is read from the fitted curve at half-maximal effect; % of control where 0% means no effect
DRD3 agonist – agonists of human D3 dopamine receptor; D3R DiscoveRx beta-arrestin cells, luminescence, 90 min; max activation, %; AID 652048; P35462; actives 0.58% (n = 410,000); in the data active = max activation above about 30%; also: 0% is about no effect; mostly tested at two doses, the higher about 12 µM
Target sequence (P35462 whole entry, looked up): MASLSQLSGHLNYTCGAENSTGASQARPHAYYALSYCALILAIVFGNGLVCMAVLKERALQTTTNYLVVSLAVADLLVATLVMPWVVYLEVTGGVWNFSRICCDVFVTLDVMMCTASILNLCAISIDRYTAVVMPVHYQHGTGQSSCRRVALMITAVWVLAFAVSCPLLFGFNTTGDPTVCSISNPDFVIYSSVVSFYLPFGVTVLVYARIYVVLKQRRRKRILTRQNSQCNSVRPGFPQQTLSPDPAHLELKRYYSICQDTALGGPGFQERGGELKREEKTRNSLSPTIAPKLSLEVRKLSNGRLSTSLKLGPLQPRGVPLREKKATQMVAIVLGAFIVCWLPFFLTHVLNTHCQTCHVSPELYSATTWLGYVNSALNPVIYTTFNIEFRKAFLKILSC
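Agonist mode: compounds and dopamine controls were applied to plated cells for 90 min at 37 degrees C after an overnight attachment at 1500 cells/well. Luminescent read-out followed 30 - 60 minutes at room temperature with DiscoveRx detection reagent.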
GLP1R cytotox – cytotoxic in the GLP-1 receptor inverse agonist counter-screen. HEK293 cAMP-luciferase reporter cells, luminescence, 24 h. Potency, µM (doses to about 38.3 µM), without a hit: at the highest dose activity change, negative = inhibition, usual class: inhibitors. actives 0.13% (n = 410,000). AID 624418;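 also: loss of luciferase light is scored as toxicity; potency is read from the fitted curve at half-maximal effect; % is scaled to controls: 0 for no effect and ±100 for the full control effect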
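Cells in DMEM/10% Nu serum/1% pen-strep, 1536-well format. Pre-incubated 12 h, dosed with 23 nL compound, incubated a further 24 h. Luciferase detection, 12 min at room temp, luminescence.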
IL2 activator – activators of IL-2. IL-2 activation reporter assay, cell-based qHTS; stimulated with anti-CD3/CD4/CD28 beads; in transgenic mouse T cells. activation, % (series mostly up to about 46 µM). actives 0.065% (n = 360,000); in the data active = activation above about 50%; inconclusive = mostly about 30% to 49%; also: 0% is about no effect
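Readout is EGFP and DsRed signal by fluorescent plate cytometry after 18 h at 37 degrees C. Transgenic mouse T cells (750/well) received compound for 60 min before bead stimulation (anti-CD3, anti-CD4, anti-CD28); memory T cells served as non-tolerant control.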
GLP1R inv ag – acts as inverse agonist at human GLP-1 receptor; HEK293 GLP-1R CRE-luciferase, luminescence, 24 h; GLP-1R form is constitutively active; Potency, µM (doses to about 38.3 µM), without a hit: at the highest dose activity change, negative = inhibition, usual class: inhibitors; actives 1.6% (n = 410,000); AID 624417; also: potency is read from the fitted curve at half-maximal effect; % is scaled to controls: 0 for no effect and ±100 for the full control effect; nearly all actives have a fitted effect of over 55% in size
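Luminescence readout: a drop in cAMP-driven luciferase signal flags inverse agonism at a constitutively active GLP-1R stably expressed in HEK293. Compound exposure lasted 24 hr at 37 deg C, 5% CO2.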
D3 antag – antagonists of human D3 dopamine receptor | P35462 | D3R cells, DiscoveRx beta-arrestin luminescence, antagonist mode; stronger effect = lower value | max response, negative = inhibition, % | actives 2.5% (n = 360,000); in the data active = max response below about -50%; inconclusive = no clear call, values can overlap the other calls; also: % is scaled to controls: 0 for no effect and ±100 for the full control effect; mostly tested at two doses, the higher about 12 µM
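Cells plated overnight at 1500 cells/well, then exposed to library compounds with dopamine controls for 90 minutes at 37 degrees C. DiscoveRx reagent added for 30–60 minutes at room temperature; luminescence read, quantitative HTS format.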
WRN helicase inh – WRN helicase (human) inhibition; actives 0.46% (n = 360,000); WRN helicase unwinding, fluorescent forked duplex, kinetic; Potency, µM (titrated, usually from 114 µM), for inactives: top-dose activity change, negative = inhibition, most hits filed as inhibitors; AID 651768; Q14191; also: potency is read from the fitted curve at half-maximal effect; % is scaled to controls: 0 for no effect and ±100 for the full control effect; nearly all actives have a fitted effect of over 55% in size
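Kinetic red-fluorescence monitoring (525/598 nm) tracks WRN helicase activity after 100 nM fluorophore-quencher forked duplex and 2 mM ATP are added to 20 nM enzyme pretreated 15 min at room temperature with compound.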
PI5P4Ka inh – inhibitors of human PI5P4K alpha; P48426; PI5P4Kalpha enzyme, ADP-Glo luminescence, 60 min; stronger effect = lower value; max response, %; actives 1.2% (n = 330,000); AID 652105; active = max response of -50% or lower; inconclusive = between -30% and -50%; inactive = -30% or higher; also: value at the top dose of about 77 µM; % is scaled to controls: 0 for no effect and ±100 for the full control effect
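Single end-point luminescence (ADP-Glo) quantified ADP from PI5P4Kalpha turnover; ATP 5 microM final, 1 h at RT, 0.1% CHAPS and 0.28 mM EGTA in HEPES pH 7.4.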
PLK1 PBD block – blocks phosphopeptide binding to human PLK1 polo-box domain | P53350 | Plk1 PBD binding of FITC phosphopeptide, fluorescence polarization | Potency, µM, for the others: max response, negative = inhibition, actives largely listed as inhibitors | actives 2.8% (n = 360,000) | AID 720504; also: potency is read from the fitted curve at half-maximal effect; series mostly up to about 57 µM; % is scaled to controls: 0 for no effect and ±100 for the full control effect; nearly all actives have a fitted effect of over 65% in size
Target sequence (P53350 whole entry, looked up, the tested form may be a part): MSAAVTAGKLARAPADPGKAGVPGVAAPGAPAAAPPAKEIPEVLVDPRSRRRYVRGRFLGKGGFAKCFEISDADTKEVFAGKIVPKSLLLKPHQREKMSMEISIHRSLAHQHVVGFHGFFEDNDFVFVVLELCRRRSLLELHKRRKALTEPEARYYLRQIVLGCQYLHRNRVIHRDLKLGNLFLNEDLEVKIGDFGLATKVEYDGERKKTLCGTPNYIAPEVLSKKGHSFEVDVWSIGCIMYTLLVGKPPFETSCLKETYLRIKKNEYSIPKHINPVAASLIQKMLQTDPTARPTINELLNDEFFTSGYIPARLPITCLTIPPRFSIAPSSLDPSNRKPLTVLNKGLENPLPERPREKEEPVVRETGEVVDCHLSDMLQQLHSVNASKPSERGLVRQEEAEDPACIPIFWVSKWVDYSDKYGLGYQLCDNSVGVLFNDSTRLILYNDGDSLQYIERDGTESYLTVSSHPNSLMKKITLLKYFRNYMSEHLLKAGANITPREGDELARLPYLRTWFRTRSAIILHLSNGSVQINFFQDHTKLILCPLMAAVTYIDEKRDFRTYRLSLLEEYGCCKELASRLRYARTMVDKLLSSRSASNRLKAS
Starred values were filed as active, the others as inactive; u = inconclusive; x = no result given; & = joins results of further samples; ! = repeats disagree; [ ] = dose if it differs, or a comment. Unless noted, calls follow the shape of the dose curve; as a rule, active = well fitted curve in the direction sought with a large enough effect; inconclusive = small, poorly fitted or top-dose-only effect, or another doubt; inactive = no such curve, though single readings can be large; an effect the other way counts as inactive or inconclusive.

Each structure is followed by: GLP1R ag	DRD3 agonist	GLP1R cytotox	IL2 activator	GLP1R inv ag	D3 antag	WRN helicase inh	PI5P4Ka inh	PLK1 PBD block
CNC[C@H](O)c1cccc(O)c1
  u	45*!	13%	2.6	70%[activator]	-14	x	-27	-6%
CCN(C#N)c1nc(NC(C)C)nc(NC(C)C)n1
  25%	32*	0%	-2.5	28%	15	-4%	x	-4%
COc1ccc(OC)c(C(c2c(C)[nH][nH]c2=O)c2c(C)[nH][nH]c2=O)c1
  4%	14	-6%	1.1	15%	-29	0%	4	u
CCOC(=O)Cn1c(=O)c2c(nc(Br)n2Cc2ccc(Cl)cc2)n(C)c1=O
  0%	0	0%	-4.6	4%	0	-18%	9	0%
CCCN(CC(=O)Nc1ccccc1OC)C(=O)CNC(=O)c1ccc(C)s1
  -3%	2	-1%	-3.3	1%	2	6%	-3	4%
CCOc1ccccc1CN1CCC(CO)(CCOc2ccccc2)CC1
  8%	-14	-3%	-0.4	u	-14	1%	-1	-14%
O=C(COc1ccc(Cl)cc1)NCC(=O)N/N=C/c1cccs1
  -3%	1	4%	2.8	-15%	-8	-13%	1	-12%
CCCCC(=O)N/N=C/c1sccc1C
  7%	-11	-3%	0.2	2%	5	-13%	-7	-8%
O=C(Nc1ccccc1)C1=C[C@@H](c2ccc(C(F)(F)F)cc2)C[C@@H](OCCCCO)O1
  5%	0	-6%	-0.2	u	-16	-9%	0	-1%
COc1cccc(-c2cnc(C(O)c3ccc(C(C)(C)C)cc3)[nH]2)c1 (centres undefined)
  2%	-3	-7%	0.2	u	-22	-8%	9	8%
CCC(CC)C(=O)N1CC(=O)Nc2ccc(F)cc2C1c1ccccc1 (centres undefined)
  13%	0	-5%	0.0	u	14	-8%	3	-6%
CC(C)CC(COCc1ccc(C(F)(F)F)cc1)N1CCN(C(=O)c2ccc(C(F)(F)F)cc2)CCC1=O (centres undefined)
  0%	5	-3%	-2.2	-9%	17	-12%	3	2%
CN(CC(=O)Nc1ccc(F)c(F)c1F)C(=O)CCCSc1nc2ccccc2[nH]1
  3%	-5	u	0.5	-17%	-7	0%	5	2%
O=C(O)c1cccc(Nc2c([N+](=O)[O-])c(=O)oc3ccccc23)c1
  -7%	-8	-3%	-0.3	9%	-7	-1%	3	-13%
CCOC(=O)C1CCCN(C(=O)c2cc3ccc(OC)cc3[nH]2)C1 (centres undefined)
  9%	-1	-7%	-3.5	1%	-3	2%	-1	0%
CC(C)Oc1ccc(C(=O)Nc2nnc(SCC(=O)N3CCOCC3)s2)cc1
  -14%	1	-12%	-2.6	u	3	-18%[57.1 µM]	-6	-2%
O=C(N=C1SC2CS(=O)(=O)CC2N1Cc1ccccc1Cl)C1CCCO1 (centres undefined)
  -5%	3	0%	-0.4	-5%	4	-5%	-2	-12%
CCn1cc(/C=C/c2cc[n+](C)cc2)c2ccccc21
  -4%	-8	89%[activator]	113*	u	-3	-19%	-3	34%[activator]
S=C(NCc1cccnc1)Nc1ccc(Oc2ccccc2)cc1
  1%	3	0%	1.3	u	34	-4%	11	-26%
COc1ccc(OC)c(C(C(=O)NC2CCCCC2)N(C(=O)c2snc(C(N)=O)c2N)c2ccccc2OC)c1 (centres undefined)
  0%	-7	1%	-3.1	20%	-27	2%	3	-14%
COc1ccc(S(=O)(=O)N2CCc3cc(OC)c(OC)cc3C2)cc1
  7%	-6	1%	0.5	13%	-18	-5%	4	-17%
CC1(C(=O)Nc2ccc3c(c2)OCCO3)CCC(=O)N1CC(F)(F)F (centres undefined)
  0%	0	1%	0.3	21%	-25	-4%	5	0%
Fc1ccc(-c2oncc2-c2nnnn2-c2ccccc2)cc1F
  -6%	7	-8%	7.1	-1%	15	-3%	7	-3%
N#C/C(=C\c1cccnc1)C(=O)Nc1ccccc1
  0%	7	7%	2.4	15%	1	8%	-8	-16%
Cc1nc(Cc2nnc(SCC(=O)N3CCN(c4ccccc4)CC3)o2)cs1
  0%	4	-2%	2.5	1%	1	5%	0	-11%
CC1(C)C(=O)Nc2ccccc2N1C(=O)COC(=O)C1CCCCC1
  7%	-2	-4%	-3.5	1%	11	-3%	12	-2%
CCOC(=O)N1CCC(Nc2c(NCCCN3CCN(C4CCCCC4)CC3)c(=O)c2=O)CC1
  -2%	-9	u	0.2	1%	u	7%	-4	-8%
Cc1[nH]oc(=O)c1N=Nc1c(Cl)cccc1Cl
  -3%	2	-6%	0.5	-19%	-8	-32%[57.1 µM]	-9	-6%
COc1ccc(NC(=O)c2ccc(Cn3cc(Cl)cn3)cc2)cc1
  17%	3	-2%	-3.7	7%	-14	-5%	0	-17%
COc1cc(C(=O)OCc2nc3ccsc3c(=O)[nH]2)c([N+](=O)[O-])cc1OC
  1%	1	-5%	-0.8	40%[activator]	-3	-18%	-10	-1%

One compound at a time, from the list above. Order of values: GLP1R ag	DRD3 agonist	GLP1R cytotox	IL2 activator	GLP1R inv ag	D3 antag	WRN helicase inh	PI5P4Ka inh	PLK1 PBD block
CCOc1ccccc1CN1CCC(CO)(CCOc2ccccc2)CC1 across the screens: 8%	-14	-3%	-0.4	u	-14	1%	-1	-14%
CCOC(=O)Cn1c(=O)c2c(nc(Br)n2Cc2ccc(Cl)cc2)n(C)c1=O across the screens: 0%	0	0%	-4.6	4%	0	-18%	9	0%

(continued)
Each structure is followed by: GLP1R ag	DRD3 agonist	GLP1R cytotox	IL2 activator	GLP1R inv ag	D3 antag	WRN helicase inh	PI5P4Ka inh	PLK1 PBD block
C/C(=N\Nc1nncc2ccccc12)c1cccc(OC(F)F)c1
  0%	-9	10%	-3.1	-30%	24	-3%	1	-8%
CC(=O)NC(CC(=O)N(C)Cc1cccc(Cl)c1Cl)c1ccccc1 (centres undefined)
  1%	-9	-2%[7.66 µM]	0.2	-16%[7.66 µM]	-12	-11%	-1	1%
C=CCNC(=O)NC(=O)CSc1nc2cc([N+](=O)[O-])ccc2n1-c1cccc(C(F)(F)F)c1
  6%	4	-3%	-2.6	-4%	-15	1%	7	-10%
CCOC(=O)N1CCN(S(=O)(=O)c2ccc3[nH]c(=O)oc3c2)CC1
  -8%	34*	-4%	-3.8	-13%	-6	3%	-1	-21%
CSCCC(NC(=O)c1cccc([N+](=O)[O-])c1)C(=O)O (centres undefined)
  -17%	-4	-3%	-1.3	20%	u	-3%	-6	-16%
CCC(NC(=O)C1CCCC1)c1ccccc1 (centres undefined)
  1%	1	-2%	-1.0	-35%	9	-2%	6	-3%
COc1ccc(-c2ccc(SCC(=O)NC3CCCCC3)nn2)cc1
  7%	-16	18%	0.6	9%	21	5%	7	-13%
CCC(=O)Nc1ccc2c(c1)nc1n2CCSC1
  3%	1	6%	-0.3	11%	24	3%	x	-5%
Cc1ccc(C(=O)NC(=S)Nc2ccc(Oc3ccc(Cl)cc3)cc2)cc1
  1%	-12	3%	0.0	14%	8	-14%	17	-4%
O=S(=O)(NC1CCN(Cc2ccccc2)CC1)c1cccc2cccnc12
  24%	-21	2%	-0.6	-3%	u	-8%	x	-8%
CCCn1c(SCC(=O)NC2CCCCC2)nnc1-c1ccco1
  2%	-8	-5%	0.9	3%	-11	-7%	4	-11%
Nc1ccn([C@H]2CC[C@@H](CO)O2)c(=O)n1
  3%&5%	-2&-6	-1%	-0.4	-6%	-4	2%	-3	-5%
COC(=O)CC(NC(=O)c1ccc(C)cc1)c1ccccc1 (centres undefined)
  0%	3	18%	-2.4	-7%	5	-3%	x	-1%
Cc1cccc(C)c1NC(=O)CNC(=O)c1cccnc1
  -1%	-16	-8%	-0.4	16%	12	5%	3	5%
O=C1NCCCCC1NS(=O)(=O)c1ccccc1 (centres undefined)
  -5%	0	-1%	1.5	2%	-1	-2%	4	-7%
CC(=O)N1N=C(c2ccncc2)OC1(Cc1ccccc1)Cc1ccccc1
  0%	-9	14%	-0.4	u	-1	-9%	1	3%
COc1ccc(NC(=O)CSc2nc3ccccc3nc2N2CCCCC2)cc1
  2%	6&14	-8%&2%	0.3	u	-14	-8%	-1	-2%
C/C=C/c1ccc(OCC(=O)Nc2cc(Cl)ccc2-n2cncn2)c(OC)c1
  5%	-13	7%	2.3	u	-13	-3%	1	-8%
O=C1CCC(C(=O)OCc2nnc(-c3ccccc3)o2)=NN1
  -11%	-7	4%	1.0	9%	u	-32%	-4	-18%
O=C(OCC(=O)N1CCCCC1)c1cc(NS(=O)(=O)c2ccc(Cl)c([N+](=O)[O-])c2)ccc1O
  -3%	-8	-24%	0.6	-1%	-50*	-25%	-12	-17%
CCOC(=O)/C=C/C(=O)Nc1cc(S(=O)(=O)Nc2ccc(OC)cc2)ccc1N1CCOCC1
  -14%	-1	u	-6.5	u	-10	-10%	-8	-9%
O=C(/C=C1\SC(=O)N(CC(=O)Nc2ccc(F)cc2)C1=O)Nc1ccc(Cl)cc1
  1%	-2	-9%	9.8	0%	10	8%	-11	8%
O=C(CCCOc1ccc(Cl)cc1Cl)N1CCc2ccccc2C1
  u	-14	19%	-1.6	0%	-4	-20%	x	-5%

Outcome played no part in choosing rows, and some 7.8% of all compounds hit somewhere here.
